Compound activity from PubChem BioAssay.
ATXN2 expr inh – inhibitors of ATXN2 expression. HEK-293 ATXN2-luciferase reporter, luminescence, 24 h. Potency, µM (top dose mostly 57 µM), inactives show at the highest dose activity change, negative = inhibition, most hits filed as inhibitors. 360,000 compounds, 0.72% hits; further: potency means the concentration at half of the fitted maximal effect; on the % scale 0 is the no-effect control and ±100 the full control effect; nearly all actives have a fitted effect of over 55% in size
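qHTS (up to 57 uM final) was run with 24 h compound exposure of reporter cells at 37 °C. Each well was multiplexed: SteadyGlo luminescence measured ATXN2-luciferase expression after a fluorogenic Gly-Phe-AFC viability readout (25 uM final).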
HT1080 IDH1KD tx – kills HT-1080 cells with IDH1 knockdown. HT-1080 IDH1 knockdown viability, ATP luminescence, 48 h. Potency, µM (doses to about 46.1 µM), inactives show at the highest dose activity, negative = toxicity, hits mostly cytotoxic. 360,000 compounds, 2% hits. AID 686971;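 further: potency means the concentration at half of the fitted maximal effect; 0% = DMSO wells and -100% = cell-free medium wells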
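Assay cells: HT-1080 with IDH1 knockdown, 750 per well, RPMI/5% FBS. Exposure: 48 h at 37 °C following 2 h pre-incubation. Read: CellTiter-Glo luminescence; fitted concentration-response, curve class assigned.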
MCF10A rereplic – DNA re-replication induction in MCF 10a cells; MCF 10A DNA re-replication, Hoechst nuclear intensity, 48 h; Potency, µM (top dose mostly 46.1 µM), without a hit: at the highest dose activity, positive = re-replication, hits mostly activators; 350,000 compounds, 2.9% hits; AID 624296; further: potency means the concentration at half of the fitted maximal effect; % of control where 0% means no effect; nearly all actives have a fitted effect of over 50% in size
KB-3-1 cytotox – kills parental KB-3-1 adenocarcinoma cells. KB-3-1 viability, CellTiter-Glo ATP luminescence, 72 h. Potency, µM (doses to about 46.1 µM), for the others: at the highest dose activity change, negative = cytotoxic, actives largely listed as cytotoxic. 400,000 compounds, 1.4% hits. AID 1347075; further: potency means the concentration at half of the fitted maximal effect; on the % scale 0 is the no-effect control and ±100 the full control effect; nearly all actives have a fitted effect of over 60% in size
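Cytotoxicity measured as CellTiter-Glo luminescence after 72 h at 37 C. Compound titrations were pinned onto drug-naive KB-3-1 parental adenocarcinoma cells grown in DMEM with 10% FBS, and normalized data fitted to concentration-response curves.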
KB-V1 cytotox – KB-V1 MDR subline cytotoxicity; KB-V1 MDR cells viability, CellTiter-Glo, 72 h; Potency, µM (titrated, usually from 46.1 µM), for the others: at the highest dose activity change, negative = cytotoxicity, hits mostly cytotoxic; 400,000 compounds, 3.4% hits; further: potency means the concentration at half of the fitted maximal effect; on the % scale 0 is the no-effect control and ±100 the full control effect; nearly all actives have a fitted effect of over 60% in size
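qHTS viability screen in drug-selected KB-V1 MDR cells: 72 h compound treatment at 37 degrees C, ATP luminescence end point.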
SW480 rereplic – inducers of DNA re-replication in SW480 colon cancer cells; SW480 DNA re-replication, Hoechst DNA content imaging, 48 h; Potency, µM (doses to about 46.1 µM), for the others: top-dose re-replication activation, hits mostly activators; 340,000 compounds, 1.8% hits; further: potency means the concentration at half of the fitted maximal effect; % of control where 0% means no effect; nearly all actives have a fitted effect of over 55% in size
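First, 250 cells per well were seeded. Next, compound or vehicle (23 nL) was pinned in, plates sat 48 hr at 37 C. Finally Hoechst was added for 40 min before fluorescence scanning.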
HT1080NT lethal – kills 2HG-producing HT-1080-NT fibrosarcoma cells. HT-1080-NT fibrosarcoma viability, CellTiter-Glo ATP luminescence, 48 h. Potency, µM (series often up to 46.1 µM), without a hit: at the highest dose activity, negative = less viability, actives largely listed as cytotoxic. 360,000 compounds, 1.6% hits;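 further: NT is the 2HG producing partner of a matched IDH1 knockdown line; potency means the concentration at half of the fitted maximal effect; 0% = DMSO-treated cells and -100% = media-only wells without cells; nearly all actives have a fitted effect of over 55% in size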
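HT-1080-NT; 750 cells/well; 5% FBS RPMI; 48 h compound, 37 degrees C; CellTiter-Glo luminescence; curve fitting and curve-class assignment.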
S2 tox – cell viability loss in ATXN counter-screen; S2 cells (HEK-293 line with an ATXN2-luciferase reporter) viability, CellTiter-Fluor protease fluorescence, 24 h; Potency, µM (titrated, usually from 56.7 µM), usual class: cytotoxic; 400,000 compounds, 0.49% hits; AID 651635; further: potency means the concentration at half of the fitted maximal effect; nearly all actives have a fitted effect of over 40% in size
IL-1B inflam inh – inflammasome signaling inhibition, IL-1 beta readout; THP-1 LPS/ATP IL-1B secretion, AlphaLISA, 16 h; active compounds read low; activity change, % at 57.5 µM; 360,000 compounds, 4.7% hits; AID 743279; in the data active means activity change below about -50%; inconclusive means mostly about -30% to -49%; further: on the % scale 0 is the no-effect control and ±100 the full control effect
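THP-1 cells pretreated 1 hr with compounds (up to 57.5 uM final), then stimulated with LPS (250 ng/mL final) plus ATP (1.25 mM final); secreted IL-1B measured by AlphaLISA after 16 hr, decreased signal indicating inhibition.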
Starred values were filed as active, the others as inactive; i = inactive; ? = inconclusive; . = not tested or not shown; [ ] = dose if it differs, or a comment. Unless noted, the call rests on the fitted dose curve; in most records, active means well fitted curve in the direction sought with a large enough effect; inconclusive means small, poorly fitted or top-dose-only effect, or another doubt; inactive means no such curve, though single readings can be large; an effect the other way counts as inactive or inconclusive. The list is partial; count on the stated rates, not on these rows.

Second line of a record: ATXN2 expr inh	HT1080 IDH1KD tx	MCF10A rereplic	KB-3-1 cytotox	KB-V1 cytotox	SW480 rereplic	HT1080NT lethal	S2 tox	IL-1B inflam inh
> NC(C(=O)O)c1cc(=O)[nH]o1 (configuration not stated)
→ 3%	14%	7%	0%	15%	-9%	26%	i	-6
> O=C(C(=O)N1CCOCC1)c1cn(Cc2c(F)cccc2Cl)c2ccccc12
→ -31%	1%	-5%	-13%	-22%	0%	2%	i	11
> c1cncc(CNC2=NCCC2)c1
→ 2%	27%	4%	5%	23%	-15%	25%	i	34
> O=C(NCC1=C(c2ccc3ccccc3c2)C[C@@H]2CC[C@H]1N2Cc1ccco1)c1cccs1
→ -20%	?	.	-17%	-8%	.	?	?	?
> CCN(CC)P(=O)(/C=C(\Cl)c1ccccc1)/C=C(\Cl)c1ccccc1
→ 0%[11.3 µM]	0%	0%	-4%	-4%	-4%	4%	i	-4
> N#CCCn1cc(C(=O)Nc2ccc(F)cc2)c(-c2ccc([N+](=O)[O-])cc2)n1
→ .	?	15%	6%	-21%	-44%[inhibitor]	?	i	7
> CC(=O)OC1(c2ccccc2)CCN(C2CCCCC2)CC1C (configuration not stated)
→ -9%	0%	18%	-3%	1%	-3%	7%	i	4
> O=C(Nc1ccccc1)N1CC2CC(C1)c1cccc(=O)n1C2 (configuration not stated)
→ 1%	8%	-4%	?	?	?	3%	i	11
> CN(Cc1ccccc1)C(=O)c1cccc(NC(=O)Cc2ccc([N+](=O)[O-])cc2)c1
→ ?	-24%	?	-27%	1%	-9%	-6%	?	?
> Cc1c(O)c(=O)ccn1C
→ -5%	3%	?	0%	12%	-14%	27%	i	9
> C#CCOCOCC#CCN(CC)CC
→ -1%	10%[9.24 µM]	-2%	3%	-3%	-10%	9%	i	0
> O=C(Nc1ccncc1)c1cccn(Cc2ccccc2)c1=O
→ -26%	?	0%	?	5.8µM*	11%	?	i	-7
> O=C(CN1CCCCC1)c1cccc(Br)c1
→ 8%	2%	17%	0%	1%	?	2%	i	17
> CC(=NCCCO)c1c(O)n(Cc2ccccc2)c(=O)[nH]c1=O
→ -7%	6%	11%	1%	?	-6%	10%	i	4
> CN1[C@H]2CC[C@@H]1C(C(=O)N1CCOCC1)=C(O)C2
→ 4%	16%	12%	7%	-17%	-4%	15%	i	10
> COC[C@H]1OC(=O)c2coc3c2[C@@]1(C)C1=C(C3=O)[C@@H]2CCC(=O)[C@@]2(C)C[C@H]1OC(C)=O
→ -23%	23µM*	?	21µM*	?	8%	?	i	-101*
> CN(C)c1ccc(C=C2C(=O)NC(=O)NC2=O)cc1[N+](=O)[O-]
→ -12%	27%	1%	?	4%	-3%	1%	i	-5
> CC(Oc1ccccc1)C(=O)Nc1ccc(C(=O)OCc2cc(=O)n3nc(C4CC4)sc3n2)cc1 (configuration not stated)
→ -40%	.	.	-12%	?	.	.	?	.
> Cc1ccc(C(=O)NC2CC3CCC(C2)N3)cc1 (configuration not stated)
→ ?	2%	-11%	-10%	6%	3%	-4%	i	?
> C[N+]1(CC2COC(c3ccco3)O2)CCCCC1 (configuration not stated)
→ -24%	12%	11%	-1%	2%	-3%	16%	i	-6
> COc1ccc(CN2CCN(c3ccccc3F)CC2)cc1O
→ -9%	7%	1%	-4%	-9%	-1%	1%	i	2
> COC(=O)C1=C(N)Oc2c(c(=O)oc3ccccc23)C1c1cccnc1 (configuration not stated)
→ 5%	9%	-3%	-1%	1%	-6%	16%	i	47
> COc1ccccc1NC(=O)Oc1cccc(OC(=O)c2ccccc2)c1
→ .	4%	-3%	-1%	1%	-14%	-1%	?	-4
> CN1CCC2(CC1)NC(=O)c1ccccc1N2
→ 1%	13%	4%	-5%	-17%	-3%	12%	i	16
> COC(=O)C1=C(c2ccc(-c3ccccc3)c(F)c2)C[C@@H]2CC[C@H]1N2C(=O)NC1Cc2ccccc2C1
→ -22%	-13%	-44%[inhibitor]	?	-28%	3.7µM*	-9%	i	-6
> CC12C=CC(=O)C=C1CC(O)C1C2CCC2(C)C1CCC2(C)O (configuration not stated)
→ -5%	13%	1%	?	-2%	-9%	13%	i	4
> COc1cc2c(cc1OC)-c1c(OC)c(OC)c(OC)c3ccnc(c13)C2=O
→ ?	2%	?	-12%	?	8.2µM*	2%	?	?
> CCOc1cc2c(cc1OCC)-n1cccc1C(c1ccc(OC)c(O)c1)NC2 (configuration not stated)
→ -14%	-3%	6%	-8%	-2%	?	-21%	i	?
> CCN(CC)CCCN=C(C)c1c(O)n(C2CCCCC2)c(=O)[nH]c1=O
→ 8%	-11%	16%	-13%	?	6%	1%	i	0
> Cc1ccc(OCCOc2cccc(C=C3C(=O)NC(=O)NC3=O)c2)c(C)c1
→ ?	1%	12%	1%	17%	15%	-25%	?	2

Just IL-1B inflam inh, ATXN2 expr inh and SW480 rereplic, for two of the compounds above:
Structure,IL-1B inflam inh,ATXN2 expr inh,SW480 rereplic
CCOc1cc2c(cc1OCC)-n1cccc1C(c1ccc(OC)c(O)c1)NC2 (configuration not stated),?,-14%,?
CN1CCC2(CC1)NC(=O)c1ccccc1N2,16,1%,-3%

Single entries from the results shown:
HT1080 IDH1KD tx with CN(Cc1ccccc1)C(=O)c1cccc(NC(=O)Cc2ccc([N+](=O)[O-])cc2)c1 stands at -24%
HT1080 IDH1KD tx with c1cncc(CNC2=NCCC2)c1 stands at 27%
IL-1B inflam inh with CC12C=CC(=O)C=C1CC(O)C1C2CCC2(C)C1CCC2(C)O (configuration not stated) stands at 4

Single records (already shown). Screens in order: ATXN2 expr inh, HT1080 IDH1KD tx, MCF10A rereplic, KB-3-1 cytotox, KB-V1 cytotox, SW480 rereplic, HT1080NT lethal, S2 tox, IL-1B inflam inh
Entry for `CC(=NCCCO)c1c(O)n(Cc2ccccc2)c(=O)[nH]c1=O` → -7%, 6%, 11%, 1%, ?, -6%, 10%, i, 4
Entry for `CC(=O)OC1(c2ccccc2)CCN(C2CCCCC2)CC1C` (configuration not stated) → -9%, 0%, 18%, -3%, 1%, -3%, 7%, i, 4
Entry for `C[N+]1(CC2COC(c3ccco3)O2)CCCCC1` (configuration not stated) → -24%, 12%, 11%, -1%, 2%, -3%, 16%, i, -6

(more compounds)
Second line of a record: ATXN2 expr inh	HT1080 IDH1KD tx	MCF10A rereplic	KB-3-1 cytotox	KB-V1 cytotox	SW480 rereplic	HT1080NT lethal	S2 tox	IL-1B inflam inh
> O=P(O)(Oc1ccccc1)OC(c1ccccc1)C(F)(F)F (configuration not stated)
→ 3%[11.3 µM]	11%	-4%	-1%	0%	-3%	16%	i	24
> COC(=O)C1=C(c2ccc(OCc3ccccc3)cc2)C[C@@H]2CC[C@H]1N2C(=O)NCc1ccc(OC)c(OC)c1
→ -39%	-9%	?	?	-27%	19%	-29%	?	12
> COC(=O)C1=C(C(=O)OC)C2OC1c1cc3ccccc3cc12
→ ?	3.3µM*	?	-3%	-13%	13µM*	?	?	0
> Cc1cccc(N=C2c3cc([N+](=O)[O-])ccc3-c3c2cc([N+](=O)[O-])cc3[N+](=O)[O-])c1
→ ?	-13%	18µM*	15µM*	?	18µM*	-3%	?	-96*
> CCC(=Nc1ccc2c(c1)CCC2)c1c(O)n(C2CCCCC2)c(=O)[nH]c1=O
→ -6%	-1%	1%	-2%	15%	-3%	-1%	i	20
> c1ccc(CCNCc2ccccc2)cc1
→ 2%	-10%	-2%	10%	?	-4%	-14%	i	-7
> CN1CCC(N(C)c2nc(-c3ccc([N+](=O)[O-])cc3)nc3ccccc23)CC1
→ -16%	?	24%	?	?	?	?	i	-96*
> Cc1cc(C)n2nc(SCC(=O)N3CCC4(CC3)OCCO4)nc2n1
→ 6%	3%	-5%	0%	-23%	-12%	20%	i	-15
> Cc1cc(OCC(=O)NCc2ccncc2)c2c3c(c(=O)oc2c1)CCC3
→ 9%	12%	-1%	-12%	-15%	5%	20%	i	?
> Cc1cc(C)cc(NC(=O)CCNC(=O)N2C[C@H]3C[C@@H](C2)c2cccc(=O)n2C3)c1
→ 1%	7%	3%	0%	10%	-1%	1%	i	-11
> Cc1cc(C=C2C(=O)NC(=O)NC2=O)c(C)n1-c1ccc2c(c1)OCO2
→ 1%	-18%	2%	0%	-8%	63%	-7%	i	0
> COc1ccc(CN2CC3CC(C2)c2cccc(=O)n2C3)cc1OC (configuration not stated)
→ 1%	-26%	-17%	1%	-11%	-31%	-10%	i	1
> O=C(c1ccccc1)c1ccccc1N=Cc1c(O)[nH]c(=O)[nH]c1=O
→ 21%	1%	-8%	13%	?	-1%	0%	i	4
> CC(OC(=O)c1cn(C)c2ccccc12)C(=O)N(C)c1ccccc1 (configuration not stated)
→ -8%	2%	10%	4%	?	12%	5%	i	-26
> COc1ccc2c(c1O)-c1cccc3c1[C@@H](C2)N(C)CC3
→ -7%	0%	?	0%	?	?	0%	i	-6
> O=C1C2CCCN2C(c2cccnc2)N1c1nccs1 (configuration not stated)
→ -5%	2%	2%	22%	31%	-2%	9%	?	-5
> Cc1nn(Cc2ccccc2)c(C)c1C(=O)OCC(=O)NC1CCS(=O)(=O)C1 (configuration not stated)
→ 16%	21%	5%	1%	25%	-3%	17%	i	35
> O=C(Nc1cccc(Cl)c1)c1c(O)c2c(n(Cc3ccco3)c1=O)CCCC2
→ 43%[activator]	7%	-5%	3%	?	-9%	4%	i	0
> CC1(C)OC(c2ccccc2)=C/C(=C/C=C2C(=O)NC(=S)NC2=O)O1
→ -10%	-16%	?	-11%	?	?	-2%	.	-5
> CN(C)C(=O)Oc1ccc(C(=O)c2ccccc2)cc1
→ 42%[activator]	0%	-3%	-10%	-25%	0%	1%	i	-6
